mIAP block = mouse IAP inhibition; inhibition, % at 10 µM; purified mouse IAP, CDP-Star luminescence, 30 min; AID 2806; actives 0.2% (n = 330,000);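 active = inhibition of at least 40% at 10 µM in the primary screen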;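 note: plate controls were DMSO with enzyme for no effect and no enzyme wells for full effect; values of inactives mirror those of a sister screen read the other way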
tim10-1 inh = inhibits growth of tim10-1 mutant yeast | S. cerevisiae tim10-1 ts strain growth, BacTiter-Glo, 24 h | inhibition, % at 20 µM | actives 2.2% (n = 330,000) | AID 463190;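 active = inhibition of at least 40%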;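 note: mutant grown at 25 °C; 0% = DMSO wells with yeast and 100% = wells holding no yeast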
TIM10 inh = TIM10 yeast growth inhibition; S. cerevisiae TIM10 strain growth, BacTiter-Glo luminescence, 24 h; AID 463195; actives 1.4% (n = 330,000); inhibition, % at 10 µM;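 active = inhibition of 40% or more at the single tested concentration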;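 note: wild-type TIM10 isogenic control strain grown at permissive 25 °C; 0% = DMSO yeast wells and 100% = minimal medium wells without yeast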
hIAP act = human IAP activation; actives 0.16% (n = 330,000); P09923; purified human IAP, CDP-Star luminescence, 30 min; active compounds read high; 1 = vehicle-only enzyme, 0 = enzyme-free background; activation factor at 10 µM; AID 2524;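 active = activation factor of the enzyme at least 2-fold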; note: the source names both 10 and 20 µM as test concentration; values of inactives mirror those of a sister screen read the other way
Target sequence (P09923 whole entry, looked up): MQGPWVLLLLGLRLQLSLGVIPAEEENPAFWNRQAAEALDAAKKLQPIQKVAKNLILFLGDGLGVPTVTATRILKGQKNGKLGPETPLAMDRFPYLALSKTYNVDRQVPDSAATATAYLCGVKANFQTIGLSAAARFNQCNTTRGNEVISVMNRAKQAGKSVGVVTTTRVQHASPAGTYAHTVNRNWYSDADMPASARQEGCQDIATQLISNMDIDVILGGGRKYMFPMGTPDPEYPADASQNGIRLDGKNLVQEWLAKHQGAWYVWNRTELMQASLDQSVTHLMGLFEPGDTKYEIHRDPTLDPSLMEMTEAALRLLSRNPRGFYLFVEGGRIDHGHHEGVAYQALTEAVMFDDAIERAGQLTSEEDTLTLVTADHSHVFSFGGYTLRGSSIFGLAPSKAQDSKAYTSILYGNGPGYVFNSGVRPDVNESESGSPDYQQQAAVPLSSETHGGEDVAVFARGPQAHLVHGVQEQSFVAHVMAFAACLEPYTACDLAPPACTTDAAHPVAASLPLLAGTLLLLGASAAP
hIAP block = blocks human intestinal alkaline phosphatase | P09923 | purified IAP, CDP-Star luminescence, 30 min | inhibition, % at 10 µM | actives 0.12% (n = 330,000);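 active = inhibition reaching a set limit with compound at 10 µM in the primary screen, cut at about 35% in these data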;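 note: plate controls were DMSO wells with enzyme for no effect and no-enzyme buffer wells for full effect; values of inactives mirror those of a sister screen read the other way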
NLRP3 yeast inh = NALP3 inhibition in yeast. Yeast reconstituted NLRP3/ASC/caspase-1, beta-gal luminescence, 24 h. inhibition, % at 10 µM. actives 0.39% (n = 330,000). AID 2825;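 active = inhibition of 50% or more; inactive = inhibition below 50%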;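 note: plate controls were induced DMSO wells for no effect and uninduced yeast grown without galactose for full effect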
ATG4B inhibitor = inhibitors of human ATG4B cysteine protease. Q9Y4P1. ATG4B cleavage of LC3-PLA2, NBD-HPC fluorescence, 1 h. inhibition, % at 8.33 µM. actives 0.51% (n = 340,000). AID 504462; in the data active = inhibition above about 40%
Target sequence (Q9Y4P1 whole entry, looked up): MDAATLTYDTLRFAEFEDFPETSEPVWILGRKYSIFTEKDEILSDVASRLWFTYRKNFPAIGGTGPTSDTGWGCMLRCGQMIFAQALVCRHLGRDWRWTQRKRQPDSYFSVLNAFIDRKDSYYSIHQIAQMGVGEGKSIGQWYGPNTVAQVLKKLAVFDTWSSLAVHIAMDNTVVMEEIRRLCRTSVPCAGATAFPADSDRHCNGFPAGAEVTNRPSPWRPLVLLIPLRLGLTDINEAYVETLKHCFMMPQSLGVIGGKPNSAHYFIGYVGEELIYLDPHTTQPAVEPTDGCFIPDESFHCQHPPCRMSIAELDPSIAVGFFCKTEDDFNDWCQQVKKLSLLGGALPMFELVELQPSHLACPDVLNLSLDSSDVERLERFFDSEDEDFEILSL
mIAP activ = increases mouse intestinal alkaline phosphatase activity. muIAP, CDP-Star luminescence, 30 min; active compounds read high; 1 = vehicle-only enzyme signal, 0 = enzyme-free wells. activation factor at 10 µM. AID 2805. actives 0.24% (n = 330,000);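 active = activation factor of at least 2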; note: the source names both 10 and 20 µM as test concentration; values of inactives mirror those of a sister screen read the other way
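also added = chemiluminescent substrate CDP-Star | test system = mouse IAP enzyme | signal = chemiluminescence readout | compound = DMSO-dissolved test compounds | incubation = 30 min at room temperature | benchmarks = DMSO wells, no-enzyme wells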
Apaf1 inhib = blocks human Apaf-1 apoptosome activity | inhibition, % at 20 µM | reconstituted apoptosome caspase-3 activity, DEVD-Rh110 fluorescence | O14727 | actives 0.71% (n = 330,000); active = inhibition of at least 40% at 20 µM;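 note: plate controls were DMSO wells for no effect and DEVD-CHO caspase inhibitor wells for full effect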
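Material: cell-free apoptosome with Apaf-1, procaspase-3 and caspase-9; Buffer or medium: Hepes pH 7.5 with detergent and BSA; Reagent: cytochrome c trigger plus (Z-DEVD)2-Rh110 caspase-3 substrate; Times: compound with Apaf-1, dATP, procaspase-3 30 min, then 50 min reaction, room temperature; Technique: Rh110 fluorescence intensity.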
Starred values were filed as active, the others as inactive; · = no result given.

Second line of a record: mIAP block | tim10-1 inh | TIM10 inh | hIAP act | hIAP block | NLRP3 yeast inh | ATG4B inhibitor | mIAP activ | Apaf1 inhib
Cc1ccsc1C(=O)N1CCCC(CCC(=O)NCc2ccccc2F)C1 (stereo not given)
→ -4 | -16 | -4 | 1 | -4 | 15 | 2 | 1 | 6
O=C1NC(Cc2ccccc2)c2nc3ccccc3c(=O)n2-c2ccc(Cl)cc21 (stereo not given)
→ 6 | 16 | 6 | 1 | -2 | 2 | · | 0.94 | 5
CCOc1ccc(CCNC(=O)CCC(=O)N2CCOc3ccc(C)cc32)cc1OCC
→ -2 | 17 | 5 | 1 | -4 | 10 | -7 | 1 | 3
CCOC(=O)Cn1ccc(NC(=O)COc2ccc(F)cc2)n1
→ 3 | 3 | 2 | 1 | -4 | 11 | -7 | 0.97 | 7
Cn1c(CNC(=O)CNC(=O)c2cccc(F)c2)cc(=O)n(C)c1=O
→ -3 | -3 | -3 | 0.97 | 3 | 6 | -4 | 1 | -1
Cc1ccc2c(C(=O)CN3CCCC3)c(C)[nH]c2c1
→ -7 | 18 | 1 | 1.2 | -24 | 17 | -7 | 1.1 | 13
CS(=O)(=O)/C(C#N)=C/c1c(-c2ccccc2)nc2n1CCS2
→ -1 | 2 | 17 | 1.4 | -41 | 7 | 18 | 1 | -18
CC(C)C(NS(=O)(=O)c1cccc(C(F)(F)F)c1)C(=O)N1CCc2ccccc2C1 (stereo not given)
→ 2 | 36 | 10 | 1 | 0 | 0 | -21 | 0.98 | 26
CCCCC(=O)N1CCN(c2nc3ccc(F)cc3s2)CC1
→ 2 | 9 | 5 | 0.94 | 6 | 30 | 5 | 0.98 | 9
Cc1cc(C)c2c(N)c(C(=O)NC3CCCC3)sc2n1
→ -13 | 11 | -2 | 1 | -1 | 2 | 3 | 1.1 | 12

Second line of a record: mIAP block | tim10-1 inh | TIM10 inh | hIAP act | hIAP block | NLRP3 yeast inh | ATG4B inhibitor | mIAP activ | Apaf1 inhib
C=CCn1c(C)nc2c(sc3nc4c(cc32)COC(C)(C)C4)c1=O
→ 0 | -3 | 7 | 1.2 | -15 | 10 | -12 | 1 | -14
CCN(Cc1nc2ccccc2c(=O)[nH]1)C(=O)c1cccc(OCc2c(C)noc2C)c1
→ 2 | 4 | 14 | 0.97 | 3 | 14 | -1 | 0.98 | 1
O=C1N=C(N2CCOCC2)S/C1=C\C=C/c1ccccc1
→ -5 | 20 | 13 | 0.99 | 1 | 6 | 0 | 1.1 | -2
CN(CC(=O)NC(=O)NCc1ccccc1)Cc1ccc(Cl)c(Cl)c1
→ -1 | 26 | 20 | 0.94 | 6 | 16 | 6 | 1 | 11
Cn1nc(C(F)(F)F)c(-c2cccc(C(F)(F)F)c2)c1NC(=O)CSCC(=O)O
→ -5 | -8 | 14 | 1.1 | -10 | 3 | -5 | 1 | -17
COCCNc1cc(C)c(C#N)c2nc3ccccc3n12
→ 9 | 20 | -1 | 1.1 | -15 | 18 | -6 | 0.91 | 6
O=C(C1CC(=O)N(C2CCCC2)C1)N1CCC(Cc2ccccc2)CC1 (stereo not given)
→ 3 | 5 | 0 | 1 | -1 | 9 | 1 | 0.97 | -23
O=C(Nc1nccs1)c1ccc2c(=O)n3c(nc2c1)CCCCC3
→ -2 | 6 | 49* | 1 | -4 | 36 | -8 | 1 | 7
NC(=O)c1ccsc1NC(=O)COC(=O)c1nc(Cl)ccc1Cl
→ 8 | 3 | -11 | 0.99 | 1 | 18 | -7 | 0.92 | 1
COc1ccc(S(=O)(=O)N2CCC(C(=O)NCCc3c[nH]c4ccccc34)CC2)cc1
→ -14 | -8 | 13 | 1.2 | -22 | 8 | -23 | 1.1 | 8

Second line of a record: mIAP block | tim10-1 inh | TIM10 inh | hIAP act | hIAP block | NLRP3 yeast inh | ATG4B inhibitor | mIAP activ | Apaf1 inhib
O=C1CC(N(Cc2ccc3c(c2)OCO3)C(=O)Nc2ccc(F)cc2)C(=O)N1c1ccccc1 (stereo not given)
→ 0 | 18 | 2 | 0.97 | 3 | 12 | 5 | 0.99 | -18
c1cc2c(cn1)cnc1cscc12
→ 12 | 12 | 6 | 0.95 | 5 | -2 | 3 | 0.88 | -3
C[C@]12CCC(=O)C=C1CCC1C2CC[C@@]2(C)C1CCC21OCCO1 (stereo not given in full)
→ 0 | 3 | 3 | 1 | -4 | 30 | 2 | 1 | -1
Nc1ncnc(Nc2ccccc2C(F)(F)F)n1
→ -7 | 9 | -2 | 0.94 | 6 | 33 | -2 | 1.1 | -11
CC(C)C1Cc2c(C#N)c(N)sc(=S)c2CO1 (stereo not given)
→ 40* | 8 | -6 | 1.1 | -10 | 1 | -8 | 0.6 | -1
Nc1cc2nc[nH]c2cc1N
→ 17 | -21 | -32 | 1.5 | -47 | -3 | 6 | 0.83 | 20
O=C(CN1C(=O)C2C3c4ccccc4C(c4ccccc43)C2C1=O)N1CCOCC1 (stereo not given)
→ 1 | 15 | -3 | 1 | 0 | 8 | -5 | 0.99 | -11
CC(C)N1CCc2c(sc(NC(=O)Cc3ccccc3)c2C(N)=O)C1
→ -8 | -11 | -8 | 0.95 | 5 | 14 | -12 | 1.1 | 3
COc1ccc(C2C(C#N)=C(N)Oc3cc(C)n(Cc4ccco4)c(=O)c32)cc1 (stereo not given)
→ 9 | 11 | 0 | 0.85 | 15 | -8 | 6 | 0.91 | 8
C/C=C(\C)CN1CCC(Oc2cc(C(=O)NC3CC3)ccc2OC)CC1
→ 1 | -18 | 3 | 1.2 | -25 | 8 | 1 | 0.99 | 4

In a second layout: results already given
CC(C)C1Cc2c(C#N)c(N)sc(=S)c2CO1 (stereo not given)
  mIAP block: 40*
  tim10-1 inh: 8
  TIM10 inh: -6
  hIAP act: 1.1
  hIAP block: -10
  NLRP3 yeast inh: 1
  ATG4B inhibitor: -8
  mIAP activ: 0.6
  Apaf1 inhib: -1

Nc1cc2nc[nH]c2cc1N
  mIAP block: 17
  tim10-1 inh: -21
  TIM10 inh: -32
  hIAP act: 1.5
  hIAP block: -47
  NLRP3 yeast inh: -3
  ATG4B inhibitor: 6
  mIAP activ: 0.83
  Apaf1 inhib: 20

Complete entries, quoted from the list. Order of screens: mIAP block	tim10-1 inh	TIM10 inh	hIAP act	hIAP block	NLRP3 yeast inh	ATG4B inhibitor	mIAP activ	Apaf1 inhib
C/C=C(\C)CN1CCC(Oc2cc(C(=O)NC3CC3)ccc2OC)CC1 is listed as 1	-18	3	1.2	-25	8	1	0.99	4
C[C@]12CCC(=O)C=C1CCC1C2CC[C@@]2(C)C1CCC21OCCO1 (stereo not given in full) is listed as 0	3	3	1	-4	30	2	1	-1
Nc1cc2nc[nH]c2cc1N is listed as 17	-21	-32	1.5	-47	-3	6	0.83	20

Remaining list, next part.
mol,mIAP block,tim10-1 inh,TIM10 inh,hIAP act,hIAP block,NLRP3 yeast inh,ATG4B inhibitor,mIAP activ,Apaf1 inhib
COc1ccc(C(=O)CCC(=O)Nc2cccnc2)cc1OC,2,12,-6,0.92,8,12,-2,0.98,0
O=C(/C=C/c1ccc(Cl)cc1)c1ccc([N+](=O)[O-])o1,0,-2,34,1,-5,25,5,1,7
CN(C)[C@@H](CO)c1nnc([C@H](Cc2ccc(O)cc2)NC(=O)C2CCNCC2)o1,-8,-8,-9,1.2,-15,16,1,1.1,3
CC(C)(C)NC(=O)C1CCCN(S(=O)(=O)c2ccc(-n3cnnn3)cc2)C1 (stereo not given),0,5,-1,1,-4,20,-5,0.99,-1
Cc1oc(C)c(C(N)=O)c1C(N)=O,-7,-13,-1,1.1,-11,4,-1,1.1,-11
CSc1nc(N)nc(SCC(=O)OC(C)C)c1C#N,-2,15,10,1,-2,-17,-7,1,2
O=C(NCCNS(=O)(=O)c1ccc(Cl)cc1)c1cc(OCC(F)(F)F)ccc1OCC(F)(F)F,-3,3,4,1,-1,-5,-12,1,3
Cc1ccc(C)c(NC(=S)N2CCC(NC(=O)c3ccccc3)CC2)c1,4,-18,-14,1,0,12,5,0.96,17
CCC(C)(C)NC(=O)c1ccc2c(c1)N(CC(=O)NC1CCCC1)C(=O)C(C)(C)O2,10,-7,6,0.95,5,-4,-6,0.9,2
CN(C(=O)C1CCN(c2ncnc3c2nc2n3CCCCC2)CC1)C1CCCCC1,-5,24,23,1.2,-17,1,19,1.1,4
COc1ccc2c(=O)c3c(=O)n(CCc4ccccc4)c(C(C)C)nc3oc2c1,7,35,17,0.99,1,20,-3,0.93,14
CC1CCN(C(=O)CSc2nc(N)cc(N)n2)CC1,4,3,10,1.1,-9,0,-3,0.96,-6
CN(C(=O)c1ccc(NC(=O)Cc2ccc([N+](=O)[O-])cc2)cc1)C1CC1,10,12,1,0.92,8,7,0,0.9,3
Cc1ccc(SCC(=O)NNC(=O)c2ccc(S(C)(=O)=O)cc2)cc1,3,2,2,1.1,-12,20,-1,0.97,-5
O=C(Nc1cc(S(=O)(=O)N2CCOCC2)ccc1Oc1ccc(F)cc1)C1=COCCO1,-1,21,16,1,-1,3,-9,1,10
O=C1CCc2cc(S(=O)(=O)N3CCN(c4cccc(Cl)c4)CC3)ccc2N1,12,11,-6,0.93,7,-5,-6,0.88,-18
COc1ccc(Nc2ccc(C(F)(F)F)cc2[N+](=O)[O-])cn1,9,16,1,0.87,13,1,5,0.91,19
Cc1cc(=O)n2[nH]c(-c3cccnc3)nc2n1,1,-8,7,1.1,-8,-5,·,0.99,-3
Cc1cc(S(=O)(=O)N2CCOCC2)ccc1OCC(=O)N1CCC(C(N)=O)CC1,-1,4,12,0.87,13,14,-8,1,8
CCOC(=O)N1CCN(Cc2ccc3c(c2)OCO3)CC1,3,-9,-13,1.1,-11,14,-2,0.97,-7
O=C(NCc1ccc2c(c1)OCO2)c1c(O)nc2sccn2c1=O,-1,35,45*,1.2,-18,56*,0,1,6
Cc1onc(-c2ccccc2)c1C(=O)OCCOc1cccc(Cl)c1,8,18,-2,0.8,20,22,7,0.92,8
O=C(N[C@H]1CCC(=O)N(CCSc2ccc(Br)cc2)CC1)OCc1ccccc1,-8,19,22,0.89,11,14,-13,1.1,18
Cc1cc(C(=O)CSc2n[nH]c(N)n2)c(C)n1C1CC1,2,4,-9,1.1,-9,7,-5,0.97,9
O=C(NCCCCNC(=O)c1ccc(Br)cc1)c1ccc(Br)cc1,-1,-21,-44,0.96,4,10,1,1,2
Cc1c(C(=O)N2CCN(c3ccccn3)CC2)sc2ncnc(N3CCOCC3)c12,-3,4,1,0.97,3,13,-5,1,0
O=C(CSc1nnc2scc(-c3ccccc3)n12)NCC1CCCO1 (stereo not given),3,13,4,1.1,-5,17,-4,0.97,-20
CCN(Cc1ccccc1)C(=O)c1cc(-c2ccc(OC)c(OC)c2)nc2ccccc12,-6,14,9,0.88,12,35,-5,1.1,39
O=C1N(c2ccccc2)C(c2ccccc2)N2CCCN12 (stereo not given),-11,13,-13,1,-2,3,13,1.1,-1
O=C1CCc2cc(S(=O)(=O)N3CCCCC3)cc3c2N1CCC3,0,7,13,1,-3,6,3,1,9

Compound activity deposited in PubChem by Sanford-Burnham Center for Chemical Genomics.

An unsorted share of the library; any-hit rate near 4.5%.
